# C1s inh: blocks human complement C1s protease activity. P09871. purified C1s, fluorogenic AMC substrate, pooled mixtures. mean inhibition % of two 10-compound mixtures (hits give high values), % at 5 µM (by protocol). 62,000 compounds, 0.16% hits. AID 538;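 active means inhibition above 20% in each of the two 10-compound mixture wells holding the compound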;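 further: 0% = enzyme wells lacking compound mixture and 100% = no-enzyme blank wells; some compounds called inactive have numbers as strong as hits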
# HTR1A agonist: activates the human 5-HT1a serotonin receptor | 65,000 compounds, 0.56% hits | AID 567 | activation, % at 10 µM | CHO 5-HT1a Ga15 NFAT-bla reporter, FRET ratio; 0% basal, 100% maximal reference agonist | P08908;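 active means activation above the screen-wide mean activation plus 3 SD, cut at about 19% in these data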;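 further: 0% = DMSO wells and 100% = 5-CT at EC100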
# Target sequence (P08908 whole entry, looked up): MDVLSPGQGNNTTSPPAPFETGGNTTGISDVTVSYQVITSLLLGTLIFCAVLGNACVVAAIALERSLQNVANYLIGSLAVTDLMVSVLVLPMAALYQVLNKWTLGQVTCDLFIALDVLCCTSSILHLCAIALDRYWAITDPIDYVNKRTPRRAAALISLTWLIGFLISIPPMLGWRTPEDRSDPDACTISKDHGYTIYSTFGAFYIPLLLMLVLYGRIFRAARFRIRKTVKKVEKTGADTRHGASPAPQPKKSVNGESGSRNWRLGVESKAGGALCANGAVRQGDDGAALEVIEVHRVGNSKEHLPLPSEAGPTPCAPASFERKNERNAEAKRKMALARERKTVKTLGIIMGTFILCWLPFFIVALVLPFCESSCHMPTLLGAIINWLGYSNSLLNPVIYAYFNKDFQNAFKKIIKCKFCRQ
# Cathepsin G inh: blocks human cathepsin G enzyme activity. P08311. purified enzyme, AMC-tetrapeptide fluorescence, pooled mixtures. inhibition, % at 5 µM (by protocol). 62,000 compounds, 0.2% hits. AID 581;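 active means inhibition above 20% in each of the two mixture wells holding the compound; inactive means inhibition of 20% or less in either well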;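 further: 0% = enzyme control without mixture and 100% = blank lacking enzyme; strong numbers were not always called active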
# Target sequence (P08311 21-244 limits assumed): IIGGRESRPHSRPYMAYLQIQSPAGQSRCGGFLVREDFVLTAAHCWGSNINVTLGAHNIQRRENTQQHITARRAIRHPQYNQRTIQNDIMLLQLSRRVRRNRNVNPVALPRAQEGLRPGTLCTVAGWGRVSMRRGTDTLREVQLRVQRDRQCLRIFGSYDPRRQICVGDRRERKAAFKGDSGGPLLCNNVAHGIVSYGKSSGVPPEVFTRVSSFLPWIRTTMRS
# Hsp90 block: displaces geldanamycin probe from tumor Hsp90; AID 429; inhibition, % at 30 µM; P07900; 64,000 compounds, 0.35% hits; NCI-N417 lysate Hsp90, Cy3B-geldanamycin FP displacement;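 active means inhibition above 50%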;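 further: 0% = tracer plus lysate wells and 100% = tracer alone without lysate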
# FXIIa mix inh: inhibitors of human coagulation factor XIIa, pooled mixtures; P00748; purified FXIIa, fluorogenic substrate; inhibition, % at 5 µM; 62,000 compounds, 0.2% hits;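 further: 0% = enzyme without compound and 100% = no enzyme blank; some results filed as inactive read as strong as hits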
# Cdc25B block: human M-phase inducer phosphatase 2 inhibition; P30305; recombinant Cdc25B, OMFP fluorescence Ex485/Em525; inhibition, %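 (compounds tested at 10 µM final in the well)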; 65,000 compounds, 0.1% hits; AID 368; in the data active means inhibition above about 50%
# CatL block: inhibitors of human cathepsin L | P07711 | purified cathepsin L, fluorogenic substrate, fluorescence | inhibition, %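 (tested at 10 µM)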 | 58,000 compounds, 0.17% hits | AID 460; in the data active means inhibition above about 45%;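 further: 0% = enzyme with no compound and 100% = no enzyme blank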
# Target sequence (P07711 114-288 limits assumed): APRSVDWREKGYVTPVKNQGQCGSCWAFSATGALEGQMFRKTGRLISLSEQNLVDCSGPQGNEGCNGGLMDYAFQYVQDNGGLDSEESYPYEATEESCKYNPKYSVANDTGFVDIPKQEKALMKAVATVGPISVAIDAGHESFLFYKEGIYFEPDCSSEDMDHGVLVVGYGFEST
# Target sequence (P07711 292-333 limits assumed): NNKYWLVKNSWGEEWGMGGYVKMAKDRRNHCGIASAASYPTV
# DUSP1 inh: inhibitors of human MKP-1 phosphatase | P28562 | recombinant MKP-1, OMFP hydrolysis fluorescence | inhibition, %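 (compounds tested at a single concentration somewhere between 10 and 100 µM)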 | 65,000 compounds, 0.15% hits | AID 374;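 active means inhibition above about 50%, limit read from the data; inconclusive means inhibition over screen mean plus 3 SD, below that limit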;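 further: 0% = DMSO max control wells and 100% = wells with enzyme stopped by NaOH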
# FXIa inh mix: inhibitors of human coagulation factor XIa, pooled mixtures | 62,000 compounds, 0.19% hits | inhibition, % at 5 µM | purified FXIa, fluorogenic substrate;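 further: each value is inhibition by a whole ten-compound pool holding the compound; 0% = enzyme with no mixture and 100% = wells lacking enzyme; strong numbers were not always called active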
# The depositor's hits bear a star; ? = inconclusive; / = no result given. Unless noted, no stated cut-off is given here; in the data, active means inhibition above about 20% (passing the limit was not always enough); inactive means the rest. Rows are unselected (roughly 1.6% active in at least one column).
SMILES,C1s inh,HTR1A agonist,Cathepsin G inh,Hsp90 block,FXIIa mix inh,Cdc25B block,CatL block,DUSP1 inh,FXIa inh mix
CC1Cc2ccccc2N1C(=O)CSc1nnc(Cn2nnc3ccccc32)n1C (configuration not stated),-15,-0.7,-4,-2,1,-11,5,-6,1
Cc1ccc(C(C)C)c(OCc2nnc(SCC(=O)Nc3ncc(C)s3)n2C)c1,10,0.5,14,-2,-25,-12,10,1,5
CC1=C(C(N)=O)C(c2ccccn2)n2nc(SCc3ccccc3)nc2N1 (configuration not stated),-4,-2.1,5,-3,-18,-12,-3,1,0
CCOc1ccccc1C(=O)Nc1nncs1,-10,-0.6,-1,0,1,-7,-4,-11,8
O=C(CSc1nc2ccccc2s1)Nn1cnnc1,/,0.4,/,5,/,15,8,-22,/
CC(C)c1ccc(C(=O)Nc2ccc(N3CCOCC3)cc2)cc1,-7,/,-2,/,0,-13,10,14,0
O=C(O)CCCCCNCc1ccncc1,0,-3.4,5,-2,6,-5,3,25,-1
Cc1ccc2nc(NC(=O)c3ccc(Cl)s3)sc2c1,-2,0.2,7,-1,14,-19,1,0,-4
Cc1c(C(=O)O)sc2ncnc(N3CCCCC3C)c12 (configuration not stated),8,0.7,10,-4,-11,-1,/,-3,5
Cc1cc(NC(=O)CSc2ccc3nnc(-c4ccc(F)cc4)n3n2)no1,-15,0.1,10,-5,-20,-19,9,7,6
CCCCN(C)CCNC(=O)Cn1c(=O)sc2ccccc21,8,1.2,3,-2,4,-15,-5,4,10
O=C(c1cccc(C(=O)N2CCN(c3ccc(F)cc3)CC2)c1)N1CCN(c2ccc(F)cc2)CC1,5,-1.1,6,-1,4,-10,9,14,1
O=C(NCC1CCCO1)C1CCN(S(=O)(=O)Cc2ccccc2)CC1 (configuration not stated),13,-1.8,10,-2,-20,-7,33,-12,11
COc1cccc(-c2nc(-c3ccccc3)no2)c1,-8,1.1,6,-5,4,2,-4,0,10
COc1ccc2cc(S(=O)(=O)N3CCN(C)CC3)ccc2c1,-12,0.6,-11,-3,2,-3,9,23,0
O=C(NC1CCCCC1)N(Cc1ccc(F)cc1)Cc1nc2ccccc2c(=O)[nH]1,3,3.0,-2,1,9,-10,-2,-9,9
CCOC(=O)c1c(C)n(C)c2ccc(OC)c(NC(=O)CN3CCC4(CC3)OCCO4)c12,/,1.3,/,-3,/,-19,30,-21,/
O=C(CSCc1ccc(F)cc1)NC1CCCC1,-1,-1.3,7,-2,10,-2,15,-4,7
COc1cccc(C2=NOC(C(=O)Nc3cccc(C(C)=O)c3)C2)c1 (configuration not stated),9,-1.9,3,-1,-2,4,1,12,5
CCS(=O)(=O)c1nc2ccccc2n1Cc1ccccc1Cl,15,0.3,12,-3,0,-13,6,10,3
CCOC(=O)Cn1c2c(c(=N)c3c1CCC3)CCC2,14,-1.8,11,1,-4,1,13,-6,14
COc1ccccc1Nc1nc(N)nc(CSCCO)n1,3,-0.4,7,2,7,-14,19,7,0
O=C(Nc1ccccc1)N1CCC(c2ccccc2)C1 (configuration not stated),14,-0.9,13,-4,-17,-2,13,-12,11
COc1cc(NC(=O)C2CC2)c(C(=O)O)cc1OC,5,-1.8,12,/,2,/,39,/,-4
O=C(NCCCN1CCN(c2cccc(Cl)c2)CC1)c1cccc(N2CCCC2=O)c1,2,2.0,2,1,1,-12,11,13,8

# Going on with the list:
SMILES,C1s inh,HTR1A agonist,Cathepsin G inh,Hsp90 block,FXIIa mix inh,Cdc25B block,CatL block,DUSP1 inh,FXIa inh mix
COc1ccccc1OCC(=O)NCCc1nc2ccccc2[nH]1,3,-3.2,4,-1,-4,-2,11,-10,6
OCc1ccccc1N=c1ssnc1Cl,-4,0.5,-2,1,2,-1,9,1,2
Cc1ccc(C(CC(=O)N2CCCC2)c2ccccc2)c(O)c1C (configuration not stated),5,-0.8,-1,-4,12,-7,-18,-7,7
CCOC(=O)c1oc2ccccc2c1NC(=O)COc1ccc(F)cc1,0,10,4,-3,-16,-12,-3,8,3
Cc1nnc(NC(=O)c2ccccc2F)s1,0,-1.6,1,-2,7,-12,6,1,11
CC1CCc2nn(CC(=O)NC3CCCC(C)C3C)cc2C1 (configuration not stated),0,-2.9,9,-2,8,-5,8,7,-4
CC(C)CC(NC(=O)c1ccco1)C(=O)Nc1ccc2c(c1)OCCO2 (configuration not stated),6,-2.1,25,5,7,-2,0,12,19
CCC(=O)Nc1ccc(NC(=O)CSc2nnc(C(C)C)n2C)cc1,-17,-2.8,-16,3,-2,-2,7,-15,2
O=C(Nc1ccc(Br)cc1)C1CCCN1S(=O)(=O)c1cccs1 (configuration not stated),12,-2.9,8,-6,6,-6,-2,-8,9
CCNC(=O)CSc1nc2cc(OC)c(OC)cc2c(=O)n1CCC1=CCCCC1,5,-0.5,13,-19,-14,-7,-3,?,30
CCOC(=O)C1CCCN(Cc2nc(N)nc(Nc3ccc(OC)cc3)n2)C1 (configuration not stated),-1,0.0,-2,-3,7,-6,1,11,5
CCCS(=O)(=O)N1CCCC(C(=O)NCCCOC(C)C)C1 (configuration not stated),12,-3.2,10,1,-6,8,6,-1,-2
CCSc1nnc([C@@H]2CCCN2C(=O)OC(C)(C)C)o1,-94,-0.5,1,-2,-2,2,16,25,-13
C=CCSc1nnc(NC(=O)CSc2nnc(C)s2)s1,0,-0.8,8,-4,8,3,11,7,-1
O=C(NCC1CC1)C1CCCN(S(=O)(=O)c2ccc(-n3cnnn3)cc2)C1 (configuration not stated),-50,-1.3,3,0,0,-15,/,-4,-8
Fc1cccc(Cl)c1-c1nnc2ccc(N3CCOCC3)nn12,8,0.8,9,-1,-11,1,11,25,7
CC(C)Oc1ccc(C2c3c(oc4ccccc4c3=O)C(=O)N2CCCN2CCOCC2)cc1 (configuration not stated),16,0.1,13,0,-13,3,4,20,4
CCOc1ccc(C2CC(c3cccc(Cl)c3)n3nc(N)nc3N2)cc1 (configuration not stated),37,-4.7,44,-2,4,-4,-2,16,47
O=C(NCc1cccnc1)c1ccc(Cl)c(Cl)c1,-6,1.1,3,-2,3,-4,2,-16,4
CCOC(=O)Cn1c(=O)oc2cc(S(=O)(=O)Nc3ccc(N(CC)CC)cc3C)ccc21,7,1.4,4,1,14,-4,/,2,3
Clc1cc(NCc2cccs2)ccc1N1CCOCC1,10,1.1,9,4,4,-5,/,5,9
O=C1CN(C(=O)CCN2CCOCC2)C(c2ccccc2)c2cc(Br)ccc2N1 (configuration not stated),16,1.5,11,-2,8,-3,9,4,5
CCN=C(NCC)SC1CC(=O)N(c2cccc(OC)c2)C1=O (configuration not stated),9,0.0,9,-2,13,-9,7,2,2
COc1cc2c(cc1OC)C1=C(C#N)CN(CC(=O)O)CN1CC2,0,0.2,0,-8,4,-12,0,11,12
O=C(COc1ccc(Br)cc1CO)Nc1ccc(F)cc1,5,-0.4,8,-2,14,-10,-5,-3,2

# The list continues.
SMILES,C1s inh,HTR1A agonist,Cathepsin G inh,Hsp90 block,FXIIa mix inh,Cdc25B block,CatL block,DUSP1 inh,FXIa inh mix
COc1ccc(CCNC(=O)C2CCN(c3nn4c(=O)cc(C)nc4s3)CC2)cc1OC,14,0.0,8,-3,2,-4,-8,7,5
CSc1nc2ccc(S(=O)(=O)N3CCOCC3)cc2s1,6,-1.6,7,-1,6,-4,11,-6,6
Cc1ccc(-c2noc(-c3ccccc3C(=O)N3CCCC3)n2)cc1,-10,0.5,-12,-4,2,-2,-1,-16,2
C=CCNC(=O)C(C)N1C(=O)c2ccccc2C1=O (configuration not stated),-39,-0.7,-1,2,10,-3,14,4,3
Cc1onc(-c2ccccc2)c1C(=O)Nc1sc2c(c1C(N)=O)CCC2,3,3.8,5,-13,-17,-1,1,14,13
O=C(CSc1nc2ccccc2c(=O)n1Cc1ccc(C(=O)NC2CC2)cc1)NCc1ccco1,3,0.5,1,-6,2,14,-9,32,7
CCc1nnc(NC(=O)C(C)N2C(=O)C3C4C=CC(C4)C3C2=O)s1 (configuration not stated),23,-7.0,12,0,39,-14,9,6,3
COc1ccc(CCNC(=O)C2CCCN2C(=O)Nc2cccc(C(C)=O)c2)cc1OC (configuration not stated),-3,0.1,10,/,-8,0,14,8,1
CCCc1[nH][nH]c(=O)c1C(c1ccccc1)C(C#N)C#N (configuration not stated),2,-0.8,0,2,11,-8,/,14,8
CCCCCn1c(CN2CCN(CCO)CC2)nc2c1c(=O)n(C)c(=O)n2C,-10,-2.3,-9,1,7,4,7,32,-2
COC(=O)c1c(C)n(-c2ccccc2)c2ccc(O)cc12,-60,-4.7,4,3,4,2,-6,3,-1
Nc1c(S(=O)(=O)c2cccs2)c2nc3ccccc3nc2n1Cc1cccs1,-25,2.9,-1,-4,3,3,-18,24,-1
O=C(NCCCN1CCOCC1)c1cc2cc(Cl)cc(Cl)c2oc1=O,13,-0.9,8,1,5,-6,-3,2,8
Cc1csc(Sc2nc3c(c(=O)[nH]c(=O)n3C)n2CCCc2ccccc2)n1,-80,-2.8,-17,2,4,-11,-1,-18,-22
CCOCC(=O)Nc1ccc(S(=O)(=O)NCCc2ccccc2)cc1,-1,-2.5,7,-3,-19,-4,/,7,-1

# Among those listed so far, nine contain a Cl atom:
SMILES,C1s inh,HTR1A agonist,Cathepsin G inh,Hsp90 block,FXIIa mix inh,Cdc25B block,CatL block,DUSP1 inh,FXIa inh mix
Cc1ccc2nc(NC(=O)c3ccc(Cl)s3)sc2c1,-2,0.2,7,-1,14,-19,1,0,-4
CCS(=O)(=O)c1nc2ccccc2n1Cc1ccccc1Cl,15,0.3,12,-3,0,-13,6,10,3
O=C(NCCCN1CCN(c2cccc(Cl)c2)CC1)c1cccc(N2CCCC2=O)c1,2,2.0,2,1,1,-12,11,13,8
OCc1ccccc1N=c1ssnc1Cl,-4,0.5,-2,1,2,-1,9,1,2
Fc1cccc(Cl)c1-c1nnc2ccc(N3CCOCC3)nn12,8,0.8,9,-1,-11,1,11,25,7
CCOc1ccc(C2CC(c3cccc(Cl)c3)n3nc(N)nc3N2)cc1 (configuration not stated),37,-4.7,44,-2,4,-4,-2,16,47
O=C(NCc1cccnc1)c1ccc(Cl)c(Cl)c1,-6,1.1,3,-2,3,-4,2,-16,4
Clc1cc(NCc2cccs2)ccc1N1CCOCC1,10,1.1,9,4,4,-5,/,5,9
O=C(NCCCN1CCOCC1)c1cc2cc(Cl)cc(Cl)c2oc1=O,13,-0.9,8,1,5,-6,-3,2,8

# Screens deposited in PubChem by several laboratories.
